High-throughput results deposited in PubChem BioAssay by several laboratories.
GDH-TPI counter – counter-screen for M. tuberculosis FBA inhibitors: GDH-TPI coupled enzymes | GDH-TPI coupled enzyme counterscreen, NADH absorbance | AID 588335 | 1.2% of 360,000 active | inhibition, % at 4.8 µM;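 also: 0% = DMSO wells and 100% = wells lacking the enzyme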
Mtb BioA inh – blocks M. tuberculosis BioA enzyme activity. inhibition, % at 9.99 µM. AID 602481. 0.096% of 360,000 active. purified M. tuberculosis BioA enzyme, plate reader; in the data active = inhibition above about 40%; inconclusive = no clear call, values can overlap the other calls
FadD28 binding – M. tuberculosis FadD28 bisubstrate binding inhibition; inhibition, % at 12.5 µM; 0.22% of 360,000 active; FadD28 bisubstrate probe binding, fluorescence polarization; in the data active = inhibition above about 8.5%, passing the limit was not always enough; inconclusive = no clear call, values can overlap the other calls
BoNT-F LC inh – blocks Botulinum neurotoxin F light chain protease | AID 588497 | inhibition, % at 10 µM | Multiplex microsphere protease cleavage assay, flow cytometry | 0.22% of 360,000 active; in the data active = inhibition above about 35%, passing the limit was not always enough; inconclusive = no clear call, values can overlap the other calls; also: plate controls were buffer without enzyme for full effect and enzyme alone for no effect
CCHFV vOTU inh – CCHFV vOTU protease inhibition. Pep-AMC fluorescence. inhibition, % at 11.5 µM. 0.55% of 370,000 active. AID 651958; also: 0% = vehicle wells with enzyme and 100% = no enzyme wells
Mtb FBA inh – inhibits M. tuberculosis FBA enzyme; P9WQA3; purified M. tuberculosis FBA, fluorescence read-out; inhibition, % at 1 µM; 2.3% of 360,000 active; in the data active = inhibition above about 27%;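 also: 0% = vehicle and 100% = reference inhibitor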
Target sequence (P9WQA3 whole entry, looked up): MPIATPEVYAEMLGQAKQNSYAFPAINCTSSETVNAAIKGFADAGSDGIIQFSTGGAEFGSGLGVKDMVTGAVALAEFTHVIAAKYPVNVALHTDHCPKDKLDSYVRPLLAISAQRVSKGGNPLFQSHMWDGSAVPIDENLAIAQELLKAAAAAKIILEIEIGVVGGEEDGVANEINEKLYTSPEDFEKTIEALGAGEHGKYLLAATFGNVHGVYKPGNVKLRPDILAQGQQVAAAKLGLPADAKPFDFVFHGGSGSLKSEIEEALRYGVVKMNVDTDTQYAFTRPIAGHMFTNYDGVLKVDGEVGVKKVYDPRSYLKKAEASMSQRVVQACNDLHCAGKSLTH
BoNT-A LC inh2 – BoNT A light chain protease inhibition; inhibition, % at 10 µM; 0.17% of 360,000 active; multiplex microsphere protease substrate cleavage, flow cytometry; in the data active = inhibition above about 30%; inconclusive = no clear call, values can overlap the other calls; also: plate controls were buffer without enzyme for full effect and enzyme alone for no effect
Mtb UGM inh – inhibitors of M. tuberculosis UDP-galactopyranose mutase; P9WIQ1; purified UGM, fluorescence polarization probe displacement; inhibition, % at 10 µM; 0.06% of 320,000 active; AID 504406; in the data active = inhibition above about 10%, passing the limit was not always enough; inconclusive = no clear call, values can overlap the other calls
Target sequence (P9WIQ1 whole entry, looked up): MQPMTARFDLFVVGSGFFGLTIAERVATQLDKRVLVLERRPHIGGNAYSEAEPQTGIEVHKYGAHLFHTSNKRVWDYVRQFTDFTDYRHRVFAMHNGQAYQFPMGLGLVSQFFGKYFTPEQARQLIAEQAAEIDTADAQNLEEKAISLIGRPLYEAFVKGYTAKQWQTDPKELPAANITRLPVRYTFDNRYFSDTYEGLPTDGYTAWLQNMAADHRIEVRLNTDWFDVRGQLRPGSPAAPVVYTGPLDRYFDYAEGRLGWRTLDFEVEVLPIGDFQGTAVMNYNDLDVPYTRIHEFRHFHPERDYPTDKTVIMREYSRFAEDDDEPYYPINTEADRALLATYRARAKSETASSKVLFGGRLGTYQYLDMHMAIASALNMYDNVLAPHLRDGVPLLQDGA
PrPC TRFRET – inhibitors of human cell surface prion protein PrPC | P04156 | TR-FRET read-out | inhibition, % at 13.8 µM | 0.43% of 370,000 active; in the data active = inhibition above about 24%; also: 0% = median of the test wells and 100% = reference compound wells
* = called active by the depositor; ? = inconclusive; . = no result given. Rule as the data show it, unless noted: active = inhibition above about 30%; inactive = the rest.

SMILES	GDH-TPI counter	Mtb BioA inh	FadD28 binding	BoNT-F LC inh	CCHFV vOTU inh	Mtb FBA inh	BoNT-A LC inh2	Mtb UGM inh	PrPC TRFRET
Cc1cc(C(=O)NC2CCCCC2)c(C)o1	-8	-0.9	0.0	-59	-7	0	-42	2.1	4
Cc1nc2ccc(S(=O)(=O)NCC(=O)N3CCCC(C)C3)cc2s1 (configuration not stated)	-5	1.0	-3.6	2	0	1	-0.4	-0.7	-2
Cc1cc(S(N)(=O)=O)ccc1N=Cc1c(O)n(-c2ccccc2)c(=O)[nH]c1=O	19	.	-1.7	5	8	-2	0.0	-4.5	1
COc1ccccc1CNC(=O)CN1C(=O)CSc2ccc(S(=O)(=O)N3CCCC3)cc21	-6	.	-3.8	-3	-10	1	-0.7	-0.9	16
COc1ccc(NC(=O)/C(C#N)=C/c2ccc(Br)o2)cc1	21	-0.9	1.1	7	-2	0	6.6	2.5	-12
O=C(N[C@@H](Cc1ccccc1)C(=O)N1CCN(S(=O)(=O)c2ccc(F)cc2)CC1)c1ccco1	-6	0.5	-1.2	6	11	-2	-0.9	.	-3
C=CC[C@@H](CC(=O)N[C@@H](CO)Cc1ccccc1)C(=O)N[C@H](C)COC(=O)[C@@H](CC=C)Cc1ccc(F)cc1	-4	0.7	-2.5	-5	13	1	0.1	-2.0	5
CNC(=S)N(CCc1c(C)[nH]c2ccccc12)Cc1cc(OC)c(OC)c(OC)c1	-9	5.2	0.1	-3	0	0	-1.2	2.8	-5
Cc1cc(C(=O)CCC(=O)NCc2ccccc2F)c(C)s1	8	.	-2.4	?	2	3	4.5	-2.9	-2
Cc1cc2cc(C)c(NCCNC(=O)c3ccccc3)nc2cc1C	2	0.8	-2.2	-11	-7	5	-1.5	0.1	10
CCCCCCOc1ccc(N2C(=O)CC(SC(=NCC)NCC)C2=O)cc1 (configuration not stated)	-4	2.3	-1.7	-5	6	-2	-0.5	1.8	2
Cn1c(N2CCN(C(=O)NCc3ccccc3)CC2)nc2ccccc21	9	2.3	0.6	-8	-19	0	-0.7	1.2	-1
COc1ccc(C(C)NC(=O)C2CCN(CCOc3ccc(Cl)cc3Cl)CC2)cc1OC (configuration not stated)	9	-1.7	-1.1	-1	.	-2	-0.6	.	.
O=C(/C=C/c1ccc2c(c1)OCO2)c1ccco1	21	.	-0.5	-8	-12	-2	0.9	-0.1	1
O=C1NC(=O)C2(Cc3ccccc3N3CCCC32)C(=O)N1Cc1ccccc1 (configuration not stated)	2	-3.8	-5.0	3	-3	4	?	-1.2	-5
CCc1c(C)nc(N)nc1N1N=C1SCCOc1ccccc1	-4	-0.9	-2.9	-3	-12	1	-0.4	-0.1	-6
CCn1cc(-c2cc(C(=O)O)c3ccccc3n2)cn1	3	.	0.0	-4	-36	54*	-1.1	0.2	5
COC(=O)[C@H]1[C@H]2C[C@H]3c4[nH]c5ccccc5c4CCN3C[C@H]2CC[C@@H]1O	2	-0.8	-2.7	-8	4	1	-0.4	-2.4	-1
CNS(=O)(=O)c1ccc(N=Cc2c(O)n(-c3cccc(C)c3)c(=O)[nH]c2=O)cc1	4	1.1	-2.1	2	-9	1	0.3	-2.6	2
O=C(NCc1ccco1)c1cnc2sccn2c1=O	33*	3.5	0.8	-3	6	1	-1.0	1.7	-7
COC(=O)c1c(NS(=O)(=O)c2ccccc2)csc1C	4	.	-3.3	9	4	0	-0.3	1.1	8
CC(=O)N/C(N)=N/c1nc(=O)c2ccccc2s1	2	.	-2.7	-5	-2	5	-0.3	0.1	3
CC(C)CCOc1ccc(C(CC(N)=O)C(=O)O)cc1 (configuration not stated)	2	-0.5	-1.1	-6	7	-1	-0.6	1.3	7
Cn1c(CNc2nc(-c3ccccc3)cs2)nnc1SCC(=O)OC1CCCCC1	10	1.2	-2.4	2	5	0	-0.5	-1.8	-4
COc1ccc(-c2nn(-c3ccccc3)cc2CNCCN2CCOC2=O)c(F)c1	-1	.	-3.0	-2	-23	15	0.7	2.6	-14
Next section:
SMILES	GDH-TPI counter	Mtb BioA inh	FadD28 binding	BoNT-F LC inh	CCHFV vOTU inh	Mtb FBA inh	BoNT-A LC inh2	Mtb UGM inh	PrPC TRFRET
Cc1ccc(NC(=O)C(=O)NCC2CCCO2)cc1 (configuration not stated)	4	.	-0.5	-3	5	-1	-0.2	0.6	2
COc1cc(CNCc2ccccn2)ccc1OCC(=O)NC1CCCCC1	-4	.	1.3	-13	5	-5	-2.3	.	-5
CCOC(=O)N1CCN(C(=O)NC23CC4CC(CC(C4)C2)C3)CC1	-5	-1.5	-1.8	3	-13	-1	-0.4	1.9	3
COc1ccc2[nH]c(C)c(CCNC(=S)Nc3ccccc3C)c2c1	-8	-1.0	-1.6	-6	13	-1	-0.2	0.5	6
O=C(N1CCOCC1)N1CCOCC1	-16	-0.1	-3.3	-4	-2	0	-1.6	0.8	-6
Cc1cc(NC(=O)Cn2nc(C(=O)O)c3ccccc3c2=O)c([N+](=O)[O-])cc1C	4	-1.5	-0.1	2	-4	-1	-1.2	2.4	-10
COC(=O)c1cn(NC(=O)Cc2ccc(Cl)cc2)c(=O)c2ccccc12	5	.	-9.8	-1	-3	1	0.0	4.7	-3
Cc1nn(C)cc1C(C)NC(=O)c1cc(COc2ccc(F)c(F)c2)on1 (configuration not stated)	6	0.2	-1.7	2	3	0	1.9	-2.5	0
COC(=O)C1=C(C)NC2=C(C(=O)CC(C)(C)C2)C1c1cnn(C)c1C (configuration not stated)	-1	.	-1.1	-10	-2	15	-1.1	4.0	1
Nc1cc2nn(-c3ccccc3)nc2cc1Cl	8	.	-1.1	-2	20	36*	5.3	.	1
CCCNC(=O)N1[C@H]2CC[C@@H]1C(C(=O)OC)=C(c1cc3ccccc3o1)C2	14	-1.1	-1.2	-1	-3	5	0.3	1.8	-1
CC(=O)C[C@@H](O)CC(=O)[C@H]1OC(=O)CCCCCCCCc2ccccc21	-8	0.7	0.1	10	3	1	0.7	-2.5	-6
Cn1nnnc1SCc1ccc([N+](=O)[O-])cc1	8	.	-0.2	-7	4	2	-0.9	1.6	-13
CC(C)(C)OC(=O)N1CCC(c2c(C(=O)NCC3CCN(C4CCCC4)C3)cnn2-c2ccccc2Cl)CC1 (configuration not stated)	6	0.2	-1.2	3	10	1	0.7	-1.7	-1
COC(=O)C1=CO[C@@H](O[C@@H]2O[C@H](CO)[C@@H](O)[C@H](O)[C@H]2O)C2C1CC(O)O[C@H]2C (some centres not stated)	-11	-1.3	-2.9	7	-4	2	0.2	-3.5	-4
Cc1ccccc1CSCC(=O)NC1CCCC1	1	3.3	-3.0	-1	.	1	-0.1	-0.3	.
O=C(COC(=O)c1ccccc1C(=O)OCC(=O)NCCc1c[nH]c2ccccc12)NCCc1c[nH]c2ccccc12	11	-1.3	-0.3	-6	15	-1	-0.6	-0.4	8
CCOC(=O)CSc1nnc(CNC(=O)c2ccc(OC)c(OC)c2)n1C	-2	-0.6	-4.9	-5	4	2	-0.2	-0.2	-2
CCC(=O)Nc1c2c(nn1-c1ccc(C)cc1)CS(=O)(=O)C2	1	0.0	-1.9	1	.	-1	0.8	2.3	.
Cc1ccc([N+](=O)[O-])cc1S(=O)(=O)NCCc1c(C)[nH]c2c(C)cccc12	-6	3.0	-4.4	-5	3	4	-0.3	1.7	-11
CCOC(=O)c1c(NC(=O)C2Cc3ccccc3C(=O)O2)sc2c1CCCC2 (configuration not stated)	7	-1.6	-0.3	-6	-3	8	-1.6	-0.4	7
Cc1cc(C)c(S(=O)(=O)N2CCOC2CNC(=O)C(=O)NCc2cccnc2)c(C)c1 (configuration not stated)	3	-1.1	-3.9	-3	-2	-2	-0.3	-1.2	4
COC(=O)c1ccc(C)c(-n2c(=O)n(Cc3ccccc3)c(=O)c3[nH]cnc32)c1	6	-1.0	0.0	3	3	2	0.3	-0.5	5
COc1ccccc1CN1Cc2cccc3c2[C@@H](CC1=O)[C@H](O)[C@H](O)C3	-1	0.5	-1.4	-3	8	0	0.4	4.4	1
O=C1CCCCC(=O)c2ccccc2N1	0	.	-1.7	-3	-34	-3	-0.5	-0.5	0

An excerpt from above in order of molar mass, rising:
SMILES	GDH-TPI counter	Mtb BioA inh	FadD28 binding	BoNT-F LC inh	CCHFV vOTU inh	Mtb FBA inh	BoNT-A LC inh2	Mtb UGM inh	PrPC TRFRET
O=C1CCCCC(=O)c2ccccc2N1	0	.	-1.7	-3	-34	-3	-0.5	-0.5	0
Cc1nn(C)cc1C(C)NC(=O)c1cc(COc2ccc(F)c(F)c2)on1 (configuration not stated)	6	0.2	-1.7	2	3	0	1.9	-2.5	0
Cc1cc(NC(=O)Cn2nc(C(=O)O)c3ccccc3c2=O)c([N+](=O)[O-])cc1C	4	-1.5	-0.1	2	-4	-1	-1.2	2.4	-10

Compounds above that contain a Cl atom (4):
SMILES	GDH-TPI counter	Mtb BioA inh	FadD28 binding	BoNT-F LC inh	CCHFV vOTU inh	Mtb FBA inh	BoNT-A LC inh2	Mtb UGM inh	PrPC TRFRET
COc1ccc(C(C)NC(=O)C2CCN(CCOc3ccc(Cl)cc3Cl)CC2)cc1OC (configuration not stated)	9	-1.7	-1.1	-1	.	-2	-0.6	.	.
COC(=O)c1cn(NC(=O)Cc2ccc(Cl)cc2)c(=O)c2ccccc12	5	.	-9.8	-1	-3	1	0.0	4.7	-3
Nc1cc2nn(-c3ccccc3)nc2cc1Cl	8	.	-1.1	-2	20	36*	5.3	.	1
CC(C)(C)OC(=O)N1CCC(c2c(C(=O)NCC3CCN(C4CCCC4)C3)cnn2-c2ccccc2Cl)CC1 (configuration not stated)	6	0.2	-1.2	3	10	1	0.7	-1.7	-1

Continuation.
SMILES	GDH-TPI counter	Mtb BioA inh	FadD28 binding	BoNT-F LC inh	CCHFV vOTU inh	Mtb FBA inh	BoNT-A LC inh2	Mtb UGM inh	PrPC TRFRET
Cc1cccc(Nc2ccncc2S(N)(=O)=O)c1	0	0.6	-1.2	-6	-7	1	0.0	0.1	8
Cc1cccc(CN2CCC(Oc3ccc(C(=O)N4CCCCC4)cc3)CC2)c1	-1	2.2	-0.8	-1	15	3	-3.0	5.8	-8
CCOC(=O)N1CCN(C(=O)COc2cccc3c2CCN(Cc2ccc(F)cc2)C3=O)CC1	-9	0.7	-1.5	-3	4	0	-0.6	0.8	22
O=[N+]([O-])c1ccc2[nH]c(O)c(N=NC(=S)NCC3CCCO3)c2c1 (configuration not stated)	14	.	-0.6	0	-18	-2	-0.2	.	-9
O=C(CN1CCSc2ccccc21)NCCCc1ccccc1	4	.	-0.2	-3	6	8	-0.6	-3.8	-2
O=C(NC1CC2CCC(C1)N2C(=O)NCc1ccccc1)NC12CC3CC(CC(C3)C1)C2 (configuration not stated)	-4	-0.5	-2.5	-5	-1	-1	-0.4	-1.1	-5
COC(=O)c1[nH]c2cccc(OC)c2c1NC(=O)CN1CCOCC1	7	2.9	-4.3	-4	-15	20	-0.7	0.5	2
CC(C)C[C@H]1CN([C@@H](CC(C)C)CN2CCCC2CN2C(=S)NC[C@@H]2Cc2ccc(O)cc2)C(=S)N1CC1CCCCCC1 (some centres not stated)	11	2.1	-3.4	-1	-3	1	-0.2	.	-11
OCc1nc2ccccc2n1CC(O)COc1ccccc1 (configuration not stated)	-7	-1.0	0.3	5	12	5	0.2	0.2	-7
COc1ccc([C@@H]2[C@@H]3C(=O)N(C(C)(C)C)C(=O)[C@@H]3[C@]3(Cc4ccccc4)C(=O)N(c4cccc(Cl)c4)C(=O)N23)cc1	12	0.1	-1.0	-3	13	5	-0.2	1.0	14
O=C(Cn1cnc2c(cnn2-c2ccc(F)cc2)c1=O)OCc1ccccc1	8	-0.9	0.0	5	3	2	0.5	-0.7	-1
O=C(C1=NN[C@@H]2C(=O)N(Cc3ccccc3)C(=O)[C@H]12)c1ccc(F)cc1	5	-2.1	0.3	.	7	4	.	0.3	-7
CCCc1c(C)[nH]c2ccc(NC(C)=O)cc2c1=O	11	-1.8	0.5	-11	-14	10	-1.7	-0.4	5
Cc1ccc(C)n1-n1cnc2sc3c(c2c1=O)CCC3	17	.	-0.3	-2	1	1	-0.6	3.2	1
C=CC[C@H](CC(=O)N(CCO)Cc1ccccc1)C(=O)N[C@H](C)COC(=O)[C@@H](CC=C)Cc1ccc(F)cc1	-1	0.3	-1.4	-4	6	-2	-0.3	-2.3	-4
COC(=O)[C@@]1(Sc2ccc(OC)cc2)CC(=O)N[C@@H]1c1ccccc1	.	.	.	2	13	.	0.4	.	-3
CSc1ccccc1NC(=O)c1cccc(S(=O)(=O)N2CCN(C)CC2)c1	3	-1.2	-0.1	-2	14	0	-0.3	0.4	-1
